OX1R antag = human HCRTR1 antagonism; O43613; 330,000 tested, 0.43% active; AID 434989; CHO/OX1R cells, Fluo-8 calcium fluorescence, orexin A; inhibition, % at 5 µM;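 active means inhibition above its plate's threshold, mean inhibition of all tested compounds on the plate plus 3 SD, cut at about 37% in these data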;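 further: 0% = orexin A challenge wells and 100% = SB-334867-A antagonist wells; not every result past the cut was called active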
Target sequence (O43613 whole entry, looked up): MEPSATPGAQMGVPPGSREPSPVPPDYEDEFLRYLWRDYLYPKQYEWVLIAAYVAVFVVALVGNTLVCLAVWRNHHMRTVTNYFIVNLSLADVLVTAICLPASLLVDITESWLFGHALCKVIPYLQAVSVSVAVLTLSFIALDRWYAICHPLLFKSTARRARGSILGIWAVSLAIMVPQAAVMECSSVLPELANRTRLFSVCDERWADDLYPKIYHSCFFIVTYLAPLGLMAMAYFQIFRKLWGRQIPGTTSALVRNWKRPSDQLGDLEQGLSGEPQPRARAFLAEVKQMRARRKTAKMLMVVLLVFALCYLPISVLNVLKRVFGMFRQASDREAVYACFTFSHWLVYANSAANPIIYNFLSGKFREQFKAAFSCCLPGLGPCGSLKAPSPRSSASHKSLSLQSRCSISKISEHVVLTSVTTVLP
CHT PAM = allosterically activates the human high affinity choline transporter; CHT-expressing cells, membrane potential dye, choline EC20; hits give high values; LV-AA mutant CHT in HEK293 cells; B-score at 10 µM; AID 488977; 310,000 tested, 0.49% active;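 active means initial fluorescence not abnormally high and integrated response B-score, plate-corrected, over 3 SD above library mean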
Target sequence (Q9GZV3 whole entry, looked up): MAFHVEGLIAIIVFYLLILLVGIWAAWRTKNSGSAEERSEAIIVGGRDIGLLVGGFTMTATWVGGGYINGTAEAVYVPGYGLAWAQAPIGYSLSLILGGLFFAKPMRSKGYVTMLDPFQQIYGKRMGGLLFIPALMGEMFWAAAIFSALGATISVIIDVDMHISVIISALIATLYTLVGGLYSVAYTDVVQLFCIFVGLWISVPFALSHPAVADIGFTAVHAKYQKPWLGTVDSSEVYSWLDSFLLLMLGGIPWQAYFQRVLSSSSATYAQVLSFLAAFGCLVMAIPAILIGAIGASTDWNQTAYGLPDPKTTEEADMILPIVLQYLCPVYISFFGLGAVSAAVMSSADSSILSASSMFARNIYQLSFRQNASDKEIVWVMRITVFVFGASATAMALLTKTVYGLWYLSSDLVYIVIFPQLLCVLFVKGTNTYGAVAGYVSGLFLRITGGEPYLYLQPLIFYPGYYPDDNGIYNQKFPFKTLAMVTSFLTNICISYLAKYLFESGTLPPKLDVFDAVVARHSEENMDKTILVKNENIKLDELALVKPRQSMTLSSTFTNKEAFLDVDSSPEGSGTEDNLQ
The depositor's hits bear a star; i = inactive; / = not tested or not shown. Rows were taken by chance; about 0.83% have a hit in one of these screens.

SMILES	OX1R antag	CHT PAM
O=C(CNC(=O)[C@@H]1Cc2ccccc2CN1)NC1CCCC1	11	i
CC(C)(C)C1CCC(=NNc2ccc(S(N)(=O)=O)cc2[N+](=O)[O-])CC1 (configuration not stated)	-13	i
CC(=O)Nc1ccc(NC(=O)COc2ccc(Cl)cc2Cl)cc1	-29	i
O=C(CCCCC(=O)NCCc1ccccc1)NCCc1ccccc1	-16	i
Cc1ccc(N(Cc2cc3ccccc3[nH]c2=O)C(=O)c2cccs2)cc1C	-33	i
COCCCNCC(O)COc1ccccc1F (configuration not stated)	-2	i
COc1ccc(C)cc1NC(=O)CN1C(=O)c2cccc3cccc1c23	-19	i
CC(C)(C)C(=O)Nc1nc2c(c(=O)[nH]1)CCCC2	-3	i
CC(NC(=O)CSc1nc(C2CC2)n(-c2ccccc2)n1)c1ccco1 (configuration not stated)	-12	/
CCCc1cc(=O)[nH]c(SCC(=O)N2CCN(S(=O)(=O)c3ccccc3)CC2)n1	-7	i
Nc1nc2nn(-c3ccccc3)nc2c(=O)[nH]1	-4	i
O=C(CNc1cccc2ccccc12)N/N=C/C=C/c1ccco1	-14	i
COc1c(C)cc(NC(=O)c2ccc3c(c2)NC(=O)CO3)cc1C	-8	i
CC(C)CC(NC(=O)C1CCC(C)CC1)C(=O)NCCN1CCOCC1 (configuration not stated)	-33	i
CC[C@@]1(C(=O)OC)N[C@H](CN(C)C(=O)Nc2ccccc2)[C@@H]2C(=O)N(C)C(=O)[C@@H]21	1	/
CCOC(=O)c1cnn(-c2ccccc2)c1-c1ccncc1	-19	i
Cc1ccc(NC(=O)CSc2nnc(-c3ccncc3)n2C)cc1S(=O)(=O)N1CCOCC1	-24	i
Cc1ccnc(Nc2nc(-c3ccc(Cl)cc3)cs2)c1	-26	i
COc1ccc(NS(=O)(=O)c2ccc(NC(=S)NC(=O)/C=C/c3ccc(C)cc3)cc2)nn1	6	i
Cc1ccccc1N1CCN(C2CCCN(C(=O)c3snnc3C)C2)CC1 (configuration not stated)	-3	i
Cc1ccccc1OCC(=O)N1CCC2(CC1)CC(=O)c1ccccc1O2	-27	i
COc1cc(O)c(C(CCN2CCCC(C)C2)c2ccc(N(C)C)cc2)c(OC)c1 (configuration not stated)	-24	i
c1ccc(C2c3c(ccc4ccccc34)Oc3ncn4nc(-c5ccco5)nc4c32)cc1 (configuration not stated)	-14	i
CCOC(=O)CNCCC(=O)c1ccc(Br)cc1	-8	i
S=C(NCc1ccc(Cl)cc1)NC1CCCCC1	-19	i
CC1=CC(C)(C)N(C(=O)CN2C(=O)c3ccccc3C2=O)c2ccccc21	-21	i
Brc1ccc2c(c1)C(c1cccnc1)=NNC(c1cccs1)=N2	-28	i
C/C(Cl)=C\CSc1nnc2n(N)c(=O)c3ccccc3n12	-26	i
Cc1cc2c(c(C)c1CCO)C(=O)[C@H](C)C2	-20	/
CCN(CC)C(=O)c1sc2[nH]c(=S)n(-c3ccccc3)c(=O)c2c1C	-10	i
COCCN(CCOc1cc(C)cc(C)c1)Cc1ccc(Cl)cc1	-20	i
O=C(COC(=O)Cn1nnc2ccccc21)Nc1ccccc1Br	-13	i
COc1ccc(NC(=S)NCCN2CCC(C)CC2)cc1	-14	i
Cc1ccc(S(=O)(=O)N2CCC(C(=O)N3CCC[C@H]3C(=O)NC3CCS(=O)(=O)C3)CC2)cc1 (some centres not stated)	-19	i
Cc1ccccc1OCC(=O)NC(=S)Nc1ccc(Br)c(C)n1	3	i
Cc1ccc(CNC(=O)COC(=O)c2ccc(Br)o2)cc1	-1	/
Cc1nn(Cc2nnc(SCC(=O)Nc3cccc(C(F)(F)F)c3)n2C)c(C)c1[N+](=O)[O-]	-18	i
Cc1cc(NC(=O)CSc2nc3c(c(=O)n2Cc2ccccc2)SC(C)C3)no1 (configuration not stated)	-17	i
O=C(NC1CCCC1)C1CCCN(C(=O)Nc2ccccc2)C1 (configuration not stated)	-7	i
Cc1c(N(C(=O)CNC(=O)c2ccccc2)C2(C(=O)NC3CCCC3)CCCCC2)c(=O)n(-c2ccccc2)n1C	-16	i
O=C(CSc1nncn1-c1ccccc1)c1c[nH]c2ccccc12	-10	i
CCSc1cc(N2CC(C)OC(C)C2)nc(-c2ccccc2Cl)n1 (configuration not stated)	-39	i
Cc1cc(Cl)nc(-c2ccccc2)n1	-12	i
COc1cc(CN2CCN(S(=O)(=O)c3ccc(F)cc3)CC2)cc(OC)c1OC	-29	i
COC(=O)C(C)Oc1ccc2cc(-c3ccccc3)c(=O)oc2c1 (configuration not stated)	0	i
COc1ccccc1C(=O)Nc1ccnn1C1CCN(C(=O)c2cnsn2)CC1	8	i
Cc1onc(-c2ccccc2)c1C(=O)NCCc1c[nH]c2ccccc12	-6	i
COCCN(C(=O)c1csnn1)C(C(=O)NC1CCCCC1)c1ccc(C)cc1 (configuration not stated)	-17	i
C=CCNC1=C(Cl)C(=O)c2ccccc2C1=O	-2	i
CCOc1ccc(NC(=O)CN2CCN(S(=O)(=O)c3ccc(Cl)cc3)CC2)cc1	-12	i
CN(C)CCCN(C(=O)C1COc2ccccc2O1)c1nc2ccc(F)cc2s1 (configuration not stated)	-13	i
COC(=O)c1oc2ccc(Cl)cc2c1-n1cccc1	-21	i
O=C1NC(=Nc2ccccc2)S/C1=C\c1ccccc1	-16	i
CCCNC(=O)COC(=O)/C=C/c1cccc(F)c1	-7	i
O=C(CCNS(=O)(=O)c1ccc(Br)cc1)NCc1ccc2c(c1)OCO2	-19	i
COC(=O)c1ccc(NC(=O)C2CC(=O)OC2c2ccccc2)cc1 (configuration not stated)	-8	i
CCN(CC)S(=O)(=O)c1ccc(N2CCOCC2)c(NC(=O)c2ccc(N3CCCC3=O)cc2)c1	-31	i
COc1ccc(S(=O)(=O)N2Cc3ccccc3CC2C(=O)Nc2nccs2)cc1OC (configuration not stated)	-3	i
CC1(C)NC(=O)N(CCCSc2ccc(Cl)cc2)C1=O	9	i
Cc1ccnc(NC(=O)C23CC4CC(CC(C4)C2)C3)c1	-12	i
(listing goes on)
SMILES	OX1R antag	CHT PAM
O=C(Nc1cccn2ncnc12)c1ccccc1	2	i
CCn1nc(C)c(CNC(=O)Nc2ccccc2C(=O)OC)c1C	-13	i
Cc1cnc(N2C(=O)c3ccc([N+](=O)[O-])cc3C2=O)s1	-6	i
Cn1c(CO)cnc1S(=O)(=O)Cc1ccc(Cl)cc1	0	i
CCCCN(C)S(=O)(=O)c1ccc(C(=O)Nc2nnc(-c3cccs3)o2)cc1	-28	i
O=C(O)CNC(=O)/C(=C/c1cccc([N+](=O)[O-])c1)NC(=O)c1ccco1	-5	i
O=C1C2C(C(=O)N1/N=C/c1cc([N+](=O)[O-])c(O)cc1O)C1C=CC2C12CC2 (configuration not stated)	-3	i
COc1ccc(NC(=O)C2CCN(S(=O)(=O)c3cccc4nonc34)CC2)cc1	-17	i
COc1ccc(C2=CC(=O)C[C@H](c3ccc4c(c3)OCO4)C2)cc1	-13	/
O=[N+]([O-])c1ccc(CSc2nnc(SCc3ccc(Cl)cc3)s2)cc1	-19	i
COc1ccc(NC(=O)NCCN2CCc3ccccc3C2)cc1	-12	i
CC(C)(O)C#Cc1ccc(C(=O)NCCC(=O)O)s1	-7	i
O=C(Nc1nc2cc3c(cc2s1)OCO3)c1ccc(N2C(=O)CCC2=O)cc1	19	i
Cc1c(Cl)cccc1NC(=S)N(CCN(C)C)C(C)c1ccco1 (configuration not stated)	-22	i
Cc1cccc(NC(=O)CC2c3ccccc3Oc3ccccc32)c1	-11	i
O=C(CCC(=O)N1CCCCC1)Nc1nnc(C2CCCCC2)s1	-20	i
Nc1nc(N2CCCCC2)nc(N(c2ccccc2)c2ccccc2)n1	-15	i
CCCCCSc1nnc2c(n1)OC(C)N(C(C)=O)c1ccccc1-2 (configuration not stated)	-39	i
O=C(Nc1ccc(NC(=S)NC(=O)c2ccccc2F)cc1)c1cccs1	-30	i
CCOC(=O)c1sc(NC(=O)CSc2ccccn2)c(C#N)c1C	-19	i
Cc1csc2c(N3CCN(C(=O)Nc4ccccc4)CC3)ncnc12	-6	i
CCCn1c(C)cc(C(=O)COC(=O)c2ccc[nH]c2=O)c1C	-13	i
COc1ccc(-n2ncc3c(NCc4ccco4)ncnc32)cc1	-17	i
COc1cccc(C(=O)NC(C)c2cccc3ccccc23)c1OC (configuration not stated)	-27	i
Cc1c(/C=N/NC(=O)c2sc3ccccc3c2Cl)cnn1C	-19	i
CC(C(=O)O)N1c2cccc3cccc(c23)S1(=O)=O (configuration not stated)	/	i
Cc1ccc(C(=O)N/C(=C/c2cccs2)C(=O)N2CCCCCC2)cc1	0	i
S=c1[nH]nc(COc2ccccc2)n1Cc1ccccc1	-21	i
CC[C@H]1OC(=O)[C@H](C)[C@@H](O[C@H]2C[C@@](C)(OC)[C@@H](O)[C@H](C)O2)[C@H](C)[C@@H](O[C@@H]2O[C@H](C)C[C@H](N(C)C)[C@H]2O)[C@](C)(OC)C[C@@H](C)C(=O)[C@H](C)[C@@H](O)[C@]1(C)O	-10	i
CCCNC(=O)C(=O)N/N=C/c1cccs1	2	i
COc1ccccc1NC(=O)C(C)OC(=O)/C(=C/c1ccccc1)NC(C)=O (configuration not stated)	-11	i
O=C(NCCS(=O)(=O)N1CCCCCC1)c1ccc(F)cc1	-1	i
COc1ccc(/C=C/C(=O)N[C@H](C(=O)O)C(C)C)cc1	-15	i
COc1ccc(OC)c(-c2cc(C(=O)N/N=C/c3cc(OC)c(OC)cc3OC)c3ccccc3n2)c1	-25	i
CC(=O)c1cn(C)c(=O)[nH]c1=O	-12	i
COCCN(C(=O)CSc1nnc(C)n1Cc1ccccc1)c1c(N)n(CC(C)C)c(=O)[nH]c1=O	7	i
O=C(Nc1ccccn1)c1cccc(S(=O)(=O)N2CCc3ccccc3C2)c1	-27	i
O=C(Cc1ccccc1)Nc1ccc(N2CCCCC2)cc1	-13	i
C=CCOC(=O)C1=C(C)OC(N)=C(C#N)C1c1ccc(OC)c(CSc2ccccn2)c1 (configuration not stated)	-19	i
CCCCNS(=O)(=O)c1ccc(NC(=O)Cc2ccccc2[N+](=O)[O-])cc1	14	i
Cc1cc2n(n1)C(c1ccccc1Cl)Nc1ccccc1-2 (configuration not stated)	-10	i
COc1cc(OC)c2c(=O)c(OC)c(-c3ccc(OC)c(OC)c3)oc2c1	-7	i
COc1ccc(-c2noc(C3CCCN(C(=O)Nc4ccccc4F)C3)n2)cc1 (configuration not stated)	-23	i
COC(CNC(=O)c1cccc2c1C(=O)N(Cc1cccnc1)C2)OC	-19	i
O=C(OCC(O)C(O)COC(=O)c1ccccc1)c1ccccc1 (configuration not stated)	-2	i
CCN(CC)CCCCCOc1ccccc1OC	-2	i
COCCn1c(C)cc(/C=C2/SC(=O)N(C(C)C(=O)OC)C2=O)c1C (configuration not stated)	-32	i
COC(=O)CSc1ncnc2c1cnn2Cc1ccccc1	-22	i

Taken from the results shown, 18 compounds:
SMILES	OX1R antag	CHT PAM
S=c1[nH]nc(COc2ccccc2)n1Cc1ccccc1	-21	i
CC[C@H]1OC(=O)[C@H](C)[C@@H](O[C@H]2C[C@@](C)(OC)[C@@H](O)[C@H](C)O2)[C@H](C)[C@@H](O[C@@H]2O[C@H](C)C[C@H](N(C)C)[C@H]2O)[C@](C)(OC)C[C@@H](C)C(=O)[C@H](C)[C@@H](O)[C@]1(C)O	-10	i
CCCNC(=O)C(=O)N/N=C/c1cccs1	2	i
COc1ccccc1NC(=O)C(C)OC(=O)/C(=C/c1ccccc1)NC(C)=O (configuration not stated)	-11	i
O=C(NCCS(=O)(=O)N1CCCCCC1)c1ccc(F)cc1	-1	i
COc1ccc(/C=C/C(=O)N[C@H](C(=O)O)C(C)C)cc1	-15	i
COc1ccc(OC)c(-c2cc(C(=O)N/N=C/c3cc(OC)c(OC)cc3OC)c3ccccc3n2)c1	-25	i
CC(=O)c1cn(C)c(=O)[nH]c1=O	-12	i
COCCN(C(=O)CSc1nnc(C)n1Cc1ccccc1)c1c(N)n(CC(C)C)c(=O)[nH]c1=O	7	i
O=C(Nc1ccccn1)c1cccc(S(=O)(=O)N2CCc3ccccc3C2)c1	-27	i
O=C(Cc1ccccc1)Nc1ccc(N2CCCCC2)cc1	-13	i
C=CCOC(=O)C1=C(C)OC(N)=C(C#N)C1c1ccc(OC)c(CSc2ccccn2)c1 (configuration not stated)	-19	i
CCCCNS(=O)(=O)c1ccc(NC(=O)Cc2ccccc2[N+](=O)[O-])cc1	14	i
Cc1cc2n(n1)C(c1ccccc1Cl)Nc1ccccc1-2 (configuration not stated)	-10	i
COc1cc(OC)c2c(=O)c(OC)c(-c3ccc(OC)c(OC)c3)oc2c1	-7	i
COc1ccc(-c2noc(C3CCCN(C(=O)Nc4ccccc4F)C3)n2)cc1 (configuration not stated)	-23	i
COC(CNC(=O)c1cccc2c1C(=O)N(Cc1cccnc1)C2)OC	-19	i
O=C(OCC(O)C(O)COC(=O)c1ccccc1)c1ccccc1 (configuration not stated)	-2	i

The listing continues:
SMILES	OX1R antag	CHT PAM
COc1ccc(CCN2C(=O)c3[nH]nc(-c4ccccc4O)c3C2c2ccccc2)cc1OC (configuration not stated)	-40	i
CSc1sc(C(=O)NCC2CC2)c2c1S(=O)(=O)N(C)c1ccccc1-2	-11	i
CCOc1ccc(CC(=O)Nc2c(C(N)=O)oc3ccccc23)cc1OCC	-23	i
CC(C)OCCCNC(=O)Nc1cccc2ccccc12	-9	i
Cc1ccc(C)c(/C(O)=C2\C(=O)C(=O)N(Cc3cccnc3)C2c2cccnc2)c1 (configuration not stated)	-9	i
O=C(CSCc1ccccc1)N/N=C/c1ccccc1OCc1ccccc1	-2	i
N#Cc1c(NC(=O)COC(=O)c2nccnc2N)sc2c1CCCC2	-7	i
CCOC(=O)/C(C#N)=C/Nc1ccccc1OC	-24	i
N#CC1(C#N)CC(C=O)=C(N)C1(C#N)CC(=O)C12CC3CC(CC(C3)C1)C2 (configuration not stated)	-2	i
CCC(Oc1ccccc1)C(=O)N1CCN(c2ccccn2)CC1 (configuration not stated)	5	i
Cn1c(SCc2nn[nH]n2)nc2c1c(=O)n(Cc1ccccc1Cl)c(=O)n2C	-5	i
C[C@@H]1COC(=O)CCC/C=C\C[C@@H](CC(=O)N(CCO)Cc2ccccc2)C(=O)N1	-11	/
Cc1ccc(-c2cc(N)n(-c3ccccc3)n2)cc1	-10	i

From PubChem BioAssay
